# MRP-1 activ: activates MRP-1; H69AR cells + doxorubicin, viability rescue, CellTiter-Glo; viability increase, % at 10 µM; actives 0.61% (n = 140,000); AID 799;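 active means viability gain under doxorubicin at or above a set limit, the compound median plus 3 SD, cut at about 4.7% in these data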;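 further: MRP-1 overexpressing cells given doxorubicin 25 µM after compound pretreatment; 18-22 h compound pretreatment then 72 h with doxorubicin before readout; 0% = doxorubicin-only wells and 100% = vehicle-treated cells without doxorubicin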
# HCT116 bCat-KO: beta-catenin-lacking colon tumor cell growth suppression | actives 1.5% (n = 140,000) | viability, % at 10 µM | HCT116 beta-catenin knockout viability, CellTiter-Glo, 60 h; active compounds read low;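 active means viability at or under a set limit, the compound median less 4 SD, cut at about 6% in these data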;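 further: 0% = Hyamine 1622 control at 20 µM and 100% = untreated cell control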
# NPY Y2 blocker: NPY-Y2 (human) receptor antagonism; NPY-Y2 expressing cells, antagonist mode; actives 0.99% (n = 140,000); P49146; AID 793; inhibition, % at 2.7 µM; in the data active means inhibition above about 17%;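 further: 0% = vehicle with agonist challenge and 100% = reference antagonist with challenge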
# Target sequence (P49146 whole entry, looked up): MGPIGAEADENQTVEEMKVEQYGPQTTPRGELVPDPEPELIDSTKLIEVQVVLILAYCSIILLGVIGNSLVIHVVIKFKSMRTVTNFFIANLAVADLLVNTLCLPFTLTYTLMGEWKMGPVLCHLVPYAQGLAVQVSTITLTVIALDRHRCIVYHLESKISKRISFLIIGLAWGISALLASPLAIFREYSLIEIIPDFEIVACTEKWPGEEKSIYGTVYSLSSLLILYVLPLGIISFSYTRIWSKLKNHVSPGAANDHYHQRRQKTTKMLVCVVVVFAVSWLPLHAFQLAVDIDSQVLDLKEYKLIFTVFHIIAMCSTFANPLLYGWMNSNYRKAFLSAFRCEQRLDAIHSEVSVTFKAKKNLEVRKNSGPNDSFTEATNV
# Yeast lifespan up: extends the lifespan of yeast | inhibition of the nicotinamide effect, % at 10 µM | S. cerevisiae growth with nicotinamide, OD615; deaD strain in restrictive glucose medium | actives 0.68% (n = 130,000);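 active means inhibition above a set limit, placed 3 SD over the median of all compounds, cut at about 26% in these data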;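 further: 0% = nicotinamide-treated wells and 100% = cells grown without nicotinamide; some compounds called inactive have numbers as strong as hits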
#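 assay system = DeaD-strain S. cerevisiae | buffer or medium = restrictive glucose medium | reagent = 1.5 mM nicotinamide | compound = 10 µM single point, 0.25% DMSO | incubation = 48 h compound exposure at 30 °C, humidified | signal = OD615 measurement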
# E-sel TNF inh: blocks E-selectin expression induced by TNF alpha; HUVEC TNFa-induced E-selectin immunofluorescence, high content; inhibition, % at 2 µM; actives 0.71% (n = 120,000); AID 1246;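 active means inhibition above the batch mean plus 3 SD, and confirmed as a hit on visual image review, cut at about 43% in these data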;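 further: 0% = TNF-stimulated DMSO wells and 100% = unstimulated control wells; not every result past the cut was called active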
# Measles CPE: protection of cells from measles virus | AID 841 | protection (pct of control), % at 4 µM | actives 1.5% (n = 140,000) | Measles virus-infected cells, CPE protection, absorbance; in the data active means protection mostly above about 24%, no sharp cut-off; inactive means mostly below about 26%; further: some compounds called inactive have numbers as strong as hits
# GALR2 blocker: GALR2 (human) receptor antagonism. GALR2-expressing cells, antagonist mode. inhibition, % at 4 µM. actives 0.39% (n = 140,000); in the data active means inhibition above about 27%;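 further: cells stimulated with galanin 1-16 at roughly its EC80; 0% = agonist challenge control and 100% = basal control without agonist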
# Target sequence (O43603 whole entry, looked up): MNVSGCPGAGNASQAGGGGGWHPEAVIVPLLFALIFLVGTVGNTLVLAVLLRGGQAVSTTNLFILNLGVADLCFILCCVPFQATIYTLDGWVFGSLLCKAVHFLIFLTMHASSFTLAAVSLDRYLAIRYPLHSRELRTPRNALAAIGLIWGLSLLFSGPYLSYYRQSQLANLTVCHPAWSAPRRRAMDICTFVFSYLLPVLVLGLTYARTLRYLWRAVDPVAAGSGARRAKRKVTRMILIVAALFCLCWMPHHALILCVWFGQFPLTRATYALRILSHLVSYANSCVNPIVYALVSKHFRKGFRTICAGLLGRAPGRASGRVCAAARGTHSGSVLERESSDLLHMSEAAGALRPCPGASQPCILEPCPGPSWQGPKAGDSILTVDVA
# HCT116 PTEN-null: suppresses growth of cells with PTEN deletion; viability, % at 10 µM; actives 1.2% (n = 140,000); AID 827; HCT116 PTEN-null viability, CellTiter-Glo, 60 h; active compounds read low;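 active means viability at or below a set limit, 4 SD under the median of all tested compounds, cut at about 3.7% in these data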;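 further: PTEN knockout HCT116 line with beta catenin targeted HCT116 as companion control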
# Phagocytosis inh: macrophage phagocytosis inhibition; J774A.1 macrophage IgG-bead phagocytosis, imaging; actives 0.07% (n = 110,000); AID 1029; inhibition, % at 5 µM;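 active means inhibition above the mean of the plate negative controls plus 5 SD, cut at about 13% in these data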;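 further: phagocytic index as fraction of beads internalized from green versus red external bead signal; plate controls were DMSO negative control for no effect and cytochalasin-D positive control for full effect; some results beyond the cut were filed as inactive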
# BB579 growth dn: chemicals that inhibit yeast BB579 growth in restrictive medium (lifespan-shortening candidates). S. cerevisiae BB579 growth, OD615, 48 h. AID 804. inhibition, % at 10 µM. actives 0.51% (n = 140,000);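 active means inhibition above a set limit, 3 SD over the mean compound inhibition, cut at about 44% in these data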; further: inactives centre near -24
#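 Detection: OD615 turbidity measurement; Material: Saccharomyces cerevisiae DeaD strain BB579, replicative lifespan model yeast; Timing: 48 h exposure, 30 °C; Doses: single 10 µM dose; Medium: CSMM-D restrictive synthetic medium containing dextrose (glucose); Controls: amphotericin B at 10 µg/mL as positive control.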
# Active calls of the source: *; · = not tested or not shown.
SMILES,MRP-1 activ,HCT116 bCat-KO,NPY Y2 blocker,Yeast lifespan up,E-sel TNF inh,Measles CPE,GALR2 blocker,HCT116 PTEN-null,Phagocytosis inh,BB579 growth dn
CC(C)(C)n1nnnc1C(c1cccs1)N(Cc1ccccc1)Cc1cccnc1 (stereo not given),-2.3,63,3,2,12,6,3,61,-1,-38
CCOc1ccccc1N1CCN(Cc2ccc(OC)c(OC)c2OC)CC1,-3.2,68,9,·,9,2,-5,68,·,5
Cc1cc(C(=O)OCC(=O)Nc2nc(-c3ccccc3)cs2)c(C)o1,1.7,96,7,-1,-26,12,22,102,0,-46
COc1ccc(N2CCN(CC(O)COc3ccc([N+](=O)[O-])cc3)CC2)cc1 (stereo not given),0.1,97,4,2,·,12,10,107,-10,-21
O=C(CNC1C(=O)Nc2ccccc21)Sc1ccccc1 (stereo not given),-0.5,100,2,-7,·,17,-9,96,1,-60
COc1ccccc1OCCCCCc1c(C)n[nH]c1C,-2.4,76,7,-10,7,4,15,80,·,-31
CN1C(=O)C(O)(CC(=O)c2cccc(-n3cccc3)c2)c2ccccc21 (stereo not given),-1.9,88,0,-14,6,11,2,108,6,-58
COc1ccccc1N1CCN(C(=O)Nc2cccc(C)c2)CC1,-0.6,94,1,-14,7,8,4,114,0,-25
CCCC(=O)C1=C(O)C(C(=O)OC)C(C)(C)CC1=Nc1ccccc1 (stereo not given),-4.4,83,14,6,22,3,-12,90,-5,-12
CC(C)CNC(=O)c1ccc(NC(=O)c2ccccc2[N+](=O)[O-])cc1,-2.2,99,3,3,-28,4,7,112,-5,-16
COc1ccc(OC)c(CNc2nc3ccccc3n2CCN2CCCCC2)c1,-4.0,50,15,-4,20,11,6,42,0,-16
FC(F)(F)c1cccc(N2CCN(c3nnnn3-c3ccccc3)CC2)c1,-0.8,90,8,-29,-12,8,-20,82,-1,-37
CCOC(=O)COc1cc(=O)n(CC)c2ccccc12,-1.5,92,1,-10,12,9,11,99,-1,-17
CNC(=S)N(Cc1ccc2c(c1)OCO2)C1CC(=O)N(c2ccccc2)C1=O (stereo not given),-3.5,97,2,-6,6,5,-4,91,-3,-23
O=C(NCCOC(=O)C1COc2ccccc2O1)c1cccnc1 (stereo not given),-1.8,104,-1,-4,30,5,-8,103,-1,-22
CCOC(=O)C1C(=O)C=C(N2CCOCC2)CC1c1cccc(OC)c1 (stereo not given),-1.3,99,1,-16,-17,9,-1,96,0,-26
CN(C)c1ccc(N=C/C=C2\N(C)c3ccccc3C2(C)C)cc1,-3.8,64,-3,-10,14,1,-8,63,·,0
Cc1cccn2c(=O)c(C=O)c(N3CCCCCC3)nc12,-2.4,95,8,26,-1,26,-1,88,-2,4
Cc1nc(SCC(=O)NCc2ccco2)nc(C)c1C,-2.1,90,2,29,-19,7,20,94,0,-44
C(=C\c1ccccc1)/CSc1nnc(-c2cnccn2)n1Cc1ccco1,-4.8,61,22*,2,-9,19,9,67,·,-48
CCCC(=O)Nc1sc(C(=O)OC)c(C)c1C(N)=O,-4.8,99,0,-21,10,10,8,104,2,21
Fc1cccc(Cl)c1Cn1nnc2c(NCc3ccccn3)ncnc21,-2.5,84,1,-6,-12,11,8,90,·,-22
COC(=O)[C@@]1(Cc2ccc(F)cc2)[C@H]2c3cc(C(=O)N4CCCC4)n(CCc4c[nH]c5ccc(OC)cc45)c3C[C@H]2CN1C(=O)c1ccccc1,-3.3,54,-3,7,2,2,-10,44,·,-19
COc1ccccc1N1CCN(C(=O)C2CCC(Cn3c(=S)[nH]c4ccccc4c3=O)CC2)CC1 (stereo not given),3.8,32,-1,-14,-14,4,8,31,-1,-44
CNC(=O)c1cc2c(=O)n3cccc(C)c3nc2n(C(C)C)c1=N,-3.8,70,3,-3,-24,6,-10,71,0,-31
COc1cc(/C=C/C(=O)OCC(=O)N2CCN(C(=O)c3ccco3)CC2)ccc1O,-2.8,102,6,-9,7,4,-5,107,-2,-18
Cc1cc(C)cc(OCC(=O)N/N=C/c2ccncc2)c1,-1.0,91,2,-7,·,24,7,90,-5,-9
COc1cc(Cl)c(C)cc1NC(=O)c1cc(S(=O)(=O)N(C)C)ccc1N1CCCC1,-3.5,67,6,-2,·,8,-23,57,-5,-37
COc1ccc(C(=O)Nc2nc3c(s2)Cc2cc(OC)ccc2-3)cc1,1.9,95,-2,-29,-9,31,4,78,2,-24
Cn1nnnc1SCc1c(F)cccc1F,0.1,95,0,-5,18,15,-2,98,1,-5

# 13 consecutive compounds out of the list so far:
SMILES,MRP-1 activ,HCT116 bCat-KO,NPY Y2 blocker,Yeast lifespan up,E-sel TNF inh,Measles CPE,GALR2 blocker,HCT116 PTEN-null,Phagocytosis inh,BB579 growth dn
O=C(NCCOC(=O)C1COc2ccccc2O1)c1cccnc1 (stereo not given),-1.8,104,-1,-4,30,5,-8,103,-1,-22
CCOC(=O)C1C(=O)C=C(N2CCOCC2)CC1c1cccc(OC)c1 (stereo not given),-1.3,99,1,-16,-17,9,-1,96,0,-26
CN(C)c1ccc(N=C/C=C2\N(C)c3ccccc3C2(C)C)cc1,-3.8,64,-3,-10,14,1,-8,63,·,0
Cc1cccn2c(=O)c(C=O)c(N3CCCCCC3)nc12,-2.4,95,8,26,-1,26,-1,88,-2,4
Cc1nc(SCC(=O)NCc2ccco2)nc(C)c1C,-2.1,90,2,29,-19,7,20,94,0,-44
C(=C\c1ccccc1)/CSc1nnc(-c2cnccn2)n1Cc1ccco1,-4.8,61,22*,2,-9,19,9,67,·,-48
CCCC(=O)Nc1sc(C(=O)OC)c(C)c1C(N)=O,-4.8,99,0,-21,10,10,8,104,2,21
Fc1cccc(Cl)c1Cn1nnc2c(NCc3ccccn3)ncnc21,-2.5,84,1,-6,-12,11,8,90,·,-22
COC(=O)[C@@]1(Cc2ccc(F)cc2)[C@H]2c3cc(C(=O)N4CCCC4)n(CCc4c[nH]c5ccc(OC)cc45)c3C[C@H]2CN1C(=O)c1ccccc1,-3.3,54,-3,7,2,2,-10,44,·,-19
COc1ccccc1N1CCN(C(=O)C2CCC(Cn3c(=S)[nH]c4ccccc4c3=O)CC2)CC1 (stereo not given),3.8,32,-1,-14,-14,4,8,31,-1,-44
CNC(=O)c1cc2c(=O)n3cccc(C)c3nc2n(C(C)C)c1=N,-3.8,70,3,-3,-24,6,-10,71,0,-31
COc1cc(/C=C/C(=O)OCC(=O)N2CCN(C(=O)c3ccco3)CC2)ccc1O,-2.8,102,6,-9,7,4,-5,107,-2,-18
Cc1cc(C)cc(OCC(=O)N/N=C/c2ccncc2)c1,-1.0,91,2,-7,·,24,7,90,-5,-9

# Carrying on:
SMILES,MRP-1 activ,HCT116 bCat-KO,NPY Y2 blocker,Yeast lifespan up,E-sel TNF inh,Measles CPE,GALR2 blocker,HCT116 PTEN-null,Phagocytosis inh,BB579 growth dn
COC(=O)c1ccc(CSc2nc3c(c(=O)n2-c2ccc(C)cc2)SCC3)o1,-0.4,88,6,8,-4,2,15,82,0,-12
CC(C)NC(=S)N/N=C/c1cccs1,0.2,84,2,-21,15,5,20,93,0,-19
CCCC(=O)Nc1ccccc1NC(=O)CN(C)S(=O)(=O)c1ccc(C)cc1,-1.3,93,-1,-6,-11,17,-7,97,0,0
CCOC(=O)C1CCCN(C(=O)c2ccc([N+](=O)[O-])cc2)C1 (stereo not given),-1.3,93,2,3,11,16,-3,98,-5,8
CCCN(CCC)C(=O)CC(c1ccc(F)cc1)c1ccco1 (stereo not given),-0.7,89,7,1,14,9,-9,84,-1,-54
Cc1ccc(S(=O)(=O)NC(=O)Nc2ccc(F)cc2)cc1,-2.2,100,2,·,17,7,2,99,·,-28
O=C(c1ccc(Cl)cc1)c1oc2ccccc2c1CS(=O)c1ccccc1 (stereo not given),-1.9,78,9,18,-52,9,17,72,2,-8
CCN(CC)CCCn1c(C)cc2c(c1=O)C(c1cccc(Cl)c1)C(C#N)=C(N)O2 (stereo not given),-3.8,68,3,-7,10,4,5,73,·,-28
Clc1ccc(Cl)c(Oc2ccc(Oc3nc(Cl)ccc3Cl)cc2)n1,0.7,93,0,9,-5,7,2,86,0,-36
Cc1ccc(C(=O)Nc2ccccc2-c2ccccc2)cc1[N+](=O)[O-],0.1,79,4,-28,17,0,-1,79,0,-61
COc1ccc(OC)c(/C=N/NC(=O)c2cc3c(OC)c(OC)ccc3[nH]2)c1,-2.7,69,2,-2,20,15,4,56,-6,-23
O=C(O)c1ccc(N2C(=O)c3cccc(Oc4ccc(Cl)cc4)c3C2=O)cc1,0.1,98,1,7,-1,2,7,105,0,-26
CCOC(=O)NCc1cc(-c2nn(C)c(=O)c3ccccc23)ccc1C,-3.8,57,1,-28,-9,7,12,69,2,-47
Cc1nn(-c2cccc(Cl)c2)c2c1C(c1ccncc1)C(C#N)=C(N)O2 (stereo not given),-0.2,92,-3,6,-5,28,-7,89,2,-52
CCOC(=O)c1cc2c(=O)n3ccccc3nc2n(CC2CCCO2)c1=NC(C)=O (stereo not given),·,·,0,·,6,·,-20,·,0,·
CC(C)C(c1nnnn1C1CCCC1)N1c2ccccc2CC1C (stereo not given),-0.6,70,1,-10,2,3,2,72,-1,-27
O=C(Nc1ccccc1N1CCN(C(=O)c2ccccc2)CC1)c1cc(Br)ccc1Cl,-2.2,51,8,-7,-4,4,5,45,-3,-53
O=C(CN1C(=O)c2ccccc2S1(=O)=O)NCc1cccnc1,-1.8,94,-1,-3,34,3,0,91,-1,-22
COc1nc(N(C)C)nc(N(OC)S(=O)(=O)c2ccccc2Cl)n1,-4.6,91,6,0,·,15,5,107,-1,-33
CC1=NOC(=O)/C1=C\c1ccc(-c2ccc(Cl)cc2Cl)o1,-2.6,4.7*,3,5,-38,11,-6,8,·,45*
CNc1ncc(Cc2ccccc2)s1,-1.2,85,2,3,0,7,-12,92,-5,-25
Cn1c(CCc2ccccc2)nnc1SCC(=O)N1CCOCC1,-2.6,97,0,·,-10,9,-2,95,·,-14
CCOC(=O)CNC(=O)CSc1nnc(-c2ccccc2OC)n1CC,-1.3,95,1,7,·,4,12,100,0,-10
O=C(CSc1nc2ccc(Cl)cc2[nH]1)Nc1ccc2c(c1)CCC2,2.4,88,1,1,-6,11,-3,76,-10,-34
COn1c(-c2ccccc2)nc2c1CCc1nonc1-2,-1.1,97,-3,-26,-16,13,9,100,·,-19
COc1ccc(NC(=S)N2CCCC(CO)C2)c(OC)c1 (stereo not given),0.2,100,1,7,·,14,-9,94,-3,-41
O=C(c1cc(-c2ccc(Cl)cc2)on1)N1CCOCC1,1.2,104,5,-12,12,5,-17,108,0,-8
CCC(CC)NC(=O)c1cccc([N+](=O)[O-])c1C,-3.1,106,-1,2,5,5,-29,97,-6,-37
